Hck Nef HTS = human Hck-Nef kinase inhibition. inhibition, % at 20 µM. Recombinant Hck-YEEI plus Nef, Z-Lyte FRET kinase assay. P08631. actives 0.68% (n = 220,000);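 active = Hck-Nef kinase inhibition above about 50%, limit read from the data; inactive = inhibition below that limit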;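 note: 0% = DMSO with Hck plus Nef and 100% = Hck alone without Nef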
NPY-Y1 antag = blocks the human neuropeptide Y Y1 receptor. P25929. HEK293-CNG Y1 cells, membrane potential fluorescence; NPY at EC95, then isoproterenol. inhibition, % at 3.6 µM. actives 1% (n = 200,000). AID 1040;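 active = inhibition above the campaign mean inhibition of all tested compounds plus 3 SD, cut at about 20% in these data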;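 note: 0% = DMSO wells given NPY plus isoproterenol and 100% = isoproterenol alone without NPY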
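Material: HEK293 Y1/CNG channel cell line | Also added: NPY (25 nM), isoproterenol (1 µM), Ro 20-1724 (25 µM) | Compound: One concentration, 3.6 µM, in 0.4% DMSO | Schedule: 3 h dye uptake, 1 h room-temperature compound, 45 min post-isoproterenol | Signal: Membrane-potential fluorescent dye readout | Read-out: % inhibition of NPY effect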
NPY1 pot ag = potentiators or agonists of human neuropeptide Y receptor Y1 | actives 0.37% (n = 220,000) | NPY-Y1 expressing cells, potentiator/agonist activation | P25929 | activation, % at 3.6 µM; in the data active = activation above about 33%, passing the limit was not always enough;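 note: cells stimulated with NPY at EC10 then isoproterenol at EC100; 0% = low agonist plus stimulus and 100% = saturating agonist plus stimulus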
Mdm2 ligase inh = blocks human Mdm2 ubiquitin ligase activity; actives 0.11% (n = 210,000); AID 1230; signal enhancement, % at 5 µM; cell-based MDM2 ubiquitination luciferase reporter, 2 h; 0 = plate control, 100 = twice control, blank-subtracted;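 active = signal enhancement of 30% or more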;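 note: luminescence tracks abundance of the self-degrading MDM2-luciferase fusion protein; higher signal means inhibition of MDM2 E3 ligase activity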
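test system = mammalian cells stably expressing self-ubiquitinating, self-degrading MDM2 E3–luciferase fusion | quantity = 2000 cells/well | incubation = cell settling 4 h, compound treatment 2 h, both 37 °C | signal = luminescence with SteadyLite reagent, 15 min at room temperature | evaluation = % enhancement relative to plate controls after blank subtraction | benchmarks = plate controls and plate blanks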
p97 ATPase inh = blocks human p97 ATPase activity | P55072 | recombinant p97 ATPase, Kinase-Glo ATP luminescence, 3 h | inhibition, % at 8 µM | actives 0.42% (n = 220,000); in the data active = inhibition above about 15%;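 note: 0% = DMSO vehicle and 100% = wells lacking enzyme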
Target sequence (P55072 whole entry, looked up): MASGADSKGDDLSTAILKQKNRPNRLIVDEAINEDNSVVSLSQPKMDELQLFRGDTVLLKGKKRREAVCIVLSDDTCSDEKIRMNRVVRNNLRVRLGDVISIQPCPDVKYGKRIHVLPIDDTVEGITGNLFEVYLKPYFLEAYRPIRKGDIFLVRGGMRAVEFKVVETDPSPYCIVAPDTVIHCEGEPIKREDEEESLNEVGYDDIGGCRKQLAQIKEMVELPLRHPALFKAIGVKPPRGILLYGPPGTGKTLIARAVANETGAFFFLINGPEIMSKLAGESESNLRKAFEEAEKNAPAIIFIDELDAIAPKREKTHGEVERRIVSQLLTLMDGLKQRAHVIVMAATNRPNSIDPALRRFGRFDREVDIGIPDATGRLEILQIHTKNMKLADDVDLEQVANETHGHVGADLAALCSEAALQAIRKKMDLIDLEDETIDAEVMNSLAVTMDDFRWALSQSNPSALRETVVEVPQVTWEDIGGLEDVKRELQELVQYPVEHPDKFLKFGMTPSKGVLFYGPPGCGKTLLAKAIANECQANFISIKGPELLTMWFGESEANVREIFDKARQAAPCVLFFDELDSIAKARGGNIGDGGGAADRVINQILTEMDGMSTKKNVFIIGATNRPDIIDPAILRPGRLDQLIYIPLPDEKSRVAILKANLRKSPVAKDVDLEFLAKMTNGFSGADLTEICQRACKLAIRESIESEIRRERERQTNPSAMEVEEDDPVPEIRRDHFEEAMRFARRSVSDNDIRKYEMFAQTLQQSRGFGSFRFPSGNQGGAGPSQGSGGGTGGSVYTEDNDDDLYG
Runt-CBFb FRET = Runt domain-CBFb interaction inhibition; actives 0.46% (n = 220,000); Q01196+Q13951; Cerulean-Runt/Venus-CBFb FRET ratio 530/480, 1 h; inhibition, % at 20 µM; AID 1496;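 active = inhibition over about 50% at 20 µM in the single-dose screen, limit read from the data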;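 note: 0% = DMSO wells and 100% = excess unlabeled CBFb competitor control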
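Schedule: protein complex preformed 1 h, compound exposure 1 h, room temperature, dark; test system: Cerulean-labeled Runt domain protein; amount: 100 nM per protein; buffer or medium: Tris 50 mM pH 7.5, KCl, K2SO4, 0.01% BSA; read-out: loss of energy transfer signal; detection: FRET fluorescence; controls: 5 µM unlabeled CBFb as full-inhibition high control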
Runt-SMMHC FRET = Runt domain-CBFb-SMMHC interaction inhibition | Q01196+Q13951 | Cerulean-Runt/Venus-CBFb-SMMHC FRET ratio 530/480, 1 h | inhibition, % at 20 µM | actives 0.74% (n = 220,000);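 active = mean inhibition across duplicate retests at 20 µM reaching about 50%, limit read from the data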;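 note: 0% = DMSO wells and 100% = wells with excess untagged CBFb-SMMHC; inhibitors lower the FRET ratio by blocking Runt binding to CBFb-SMMHC; some results filed as inactive read as strong as hits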
NPY-Y2 PAM-ag = potentiators or agonists of human neuropeptide Y receptor Y2. cells expressing NPY-Y2, potentiator/agonist read-out. activation, % at 3.6 µM. AID 1359. actives 0.45% (n = 220,000); in the data active = activation above about 27%;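 note: cells stimulated with NPY near EC25 plus isoproterenol at EC100; 0% = vehicle plus submaximal agonist and 100% = vehicle plus saturating agonist; some results beyond the cut were filed as inactive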
RBBP9 inh = human RBBP9 hydrolase inhibition | O75884 | recombinant RBBP9, FP-Rh probe fluorescence polarization | inhibition, % at 7.94 µM | actives 0.2% (n = 220,000) | AID 1515;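 active = inhibition above the campaign mean of all tested compounds plus 3 SD, cut at about 14% in these data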;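 note: plate controls were DMSO wells with RBBP9 for no effect and wells lacking RBBP9 protein for full effect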
Target sequence (O75884 whole entry, looked up): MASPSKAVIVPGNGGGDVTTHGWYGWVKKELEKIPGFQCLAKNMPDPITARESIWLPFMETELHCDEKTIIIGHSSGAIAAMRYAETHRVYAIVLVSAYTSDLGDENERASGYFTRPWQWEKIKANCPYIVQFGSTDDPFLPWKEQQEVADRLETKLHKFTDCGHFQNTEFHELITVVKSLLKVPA
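System: RBBP9 protein / Quantity: 2.5 µM RBBP9 dispensing solution, before mixing / Also added: Serine-hydrolase probe FP-Rh, 375 nM pre-mixing / Dosing: 7.94 µM single dose, 0.794% DMSO / Timing: enzyme-compound preincubation 30 min, then probe labeling 45 min, 25 °C / Signal: FP readout at 525/598 nm / Controls: DMSO-treated enzyme wells and wells lacking RBBP9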
* marks the source's active call; other numbers are inactive results; / = no result given.

#	SMILES	RBBP9 inh	NPY-Y2 PAM-ag	NPY-Y1 antag	Runt-CBFb FRET	Runt-SMMHC FRET
1	COc1cccc(CNc2cccc3cccnc23)c1O	6	10	3	7	0
2	Cc1ccc2nsnc2c1S(=O)(=O)N1CCOCC1	-7	-13	2	1	-4
3	N/C(=N\OC(=O)Cc1ccc(Cl)cc1)c1ccncc1	-4	-9	-2	-1	-2
4	O=C(Cc1c(F)cccc1Cl)c1ccc(O)cc1O	1	-6	2	-2	-6
5	CCNC(=S)Nc1ccc2ncoc2c1	0	-2	4	6	-1
6	CCC(C)NCCCOc1cc(Cl)ccc1Cl (stereo unspecified)	-5	1	2	2	0
7	COc1ccc(C)cc1S(=O)(=O)n1ccnc1C	-7	-4	0	1	-1
8	Cn1c(NCc2c(O)ccc3ccccc23)nc2ccccc21	3	12	-3	8	-8
9	COc1ccc(C)cc1NC(=O)C1CCN(C(=O)Cc2ccccc2)CC1	-10	-2	3	3	1
10	COc1cc(N2CCCC2)c(OC)cc1/C=C1/NC(=S)NC1=O	13	5	-2	-131	-340
11	COc1ccccc1-n1c(CNC(=O)c2cccc([N+](=O)[O-])c2C)n[nH]c1=S	-1	2	-1	3	10
12	CCOC(=O)c1c(N)sc2c(OCC)c(Br)ccc12	8	-9	7	-3	-27
13	O=C(O)CC(NC(=O)C(c1ccccc1)c1ccccc1)c1ccco1 (stereo unspecified)	-5	-8	7	2	-2
14	CC(=O)N1CCN(C(=O)c2ccc(-n3c(C)ccc3C)cc2)CC1	-3	4	5	2	0
15	CSc1nsc(SCC(=O)N2CCCCC2)n1	-4	-6	-3	0	1

#	NPY1 pot ag	p97 ATPase inh	Mdm2 ligase inh	Hck Nef HTS
1	-11	2	-3	11
2	13	-4	2	6
3	-10	-1	-2	14
4	4	4	-9	-1
5	-2	1	4	6
6	-29	-1	-15	-1
7	-12	-5	-4	15
8	-8	6	-4	-1
9	-1	-6	-27	16
10	-5	4	-13	0
11	9	3	-7	23
12	-23	-3	8	9
13	-2	1	-2	-1
14	-1	7	-21	0
15	-19	-2	-2	15

More compounds follow:
#	SMILES	RBBP9 inh	NPY-Y2 PAM-ag	NPY-Y1 antag	Runt-CBFb FRET	Runt-SMMHC FRET
16	COc1ccc2cc(C(=O)C3CCCN(Cc4ccccn4)C3)ccc2c1 (stereo unspecified)	-14	-7	15	-1	0
17	O=C(COc1ccc(C(=S)N2CCC(Cc3ccccc3)CC2)cc1)N1CCOCC1	4	-22	-6	-10	1
18	CCCOc1ccccc1C1NC(=O)NC(C)=C1C(=O)OCCOCC (stereo unspecified)	0	-4	-6	-2	-2
19	COc1cc([N+](=O)[O-])cc2cc(C(=O)N3CCCC3)c(=O)oc12	-2	9	-5	/	/
20	COc1cc(CNc2nnnn2C)ccc1OCc1ccc(F)cc1Cl	2	14	-1	-1	3
21	Cc1cc(C(=S)N2CCOCC2)c(C)n1-c1ccc(Cl)cc1	2	10	-2	14	6
22	O=C1CCCN1c1ccc(CNS(=O)(=O)c2ccc(F)cc2)cc1	-2	-14	6	2	-1
23	CN1c2ccccc2C(=O)NC1c1ccc([N+](=O)[O-])s1 (stereo unspecified)	-1	7	/	0	-1
24	OCCNc1nc2ccccc2nc1NCCO	-1	1	/	1	4
25	O=C1C(c2ccc(F)cc2)N(Cc2ccc3c(c2)OCO3)C(=O)CN1C1CCCCCC1 (stereo unspecified)	-12	-4	8	2	2
26	Cn1c(=O)c2c(nc(SCC(=O)N(C3CCCCC3)C3CCCCC3)n2C)n(C)c1=O	-2	8	5	/	/
27	Cc1cc(C)c(NC(=S)N(CCCN2CCN(C)CC2)Cc2cccs2)c(C)c1	-3	-8	1	-1	-2
28	C/C(=N\OCC(=O)NC(C)C)c1cccs1	-7	1	0	-2	1
29	COc1cccc(OCCNC(=O)c2ccccc2Sc2ccccc2C#N)c1	-4	-13	5	-1	-3
30	COc1ccc(/C=N/NC(=O)Nc2ccc3nsnc3c2)c(OC)c1	-10	7	3	-6	-14

#	NPY1 pot ag	p97 ATPase inh	Mdm2 ligase inh	Hck Nef HTS
16	5	-3	-1	23
17	2	-2	-9	6
18	-13	5	-12	2
19	17	4	-25	17
20	10	-1	-4	1
21	4	1	7	1
22	-30	0	-10	9
23	17	3	-10	7
24	5	3	-18	4
25	12	-8	-11	0
26	9	8	/	13
27	-2	-3	-3	-1
28	1	3	8	17
29	-15	0	-3	3
30	8	2	-7	18

Full records, looked up by structure.
Cc1cc(C)c(NC(=S)N(CCCN2CCN(C)CC2)Cc2cccs2)c(C)c1 reads RBBP9 inh: -3; NPY-Y2 PAM-ag: -8; NPY-Y1 antag: 1; Runt-CBFb FRET: -1; Runt-SMMHC FRET: -2; NPY1 pot ag: -2; p97 ATPase inh: -3; Mdm2 ligase inh: -3; Hck Nef HTS: -1
CCOC(=O)c1c(N)sc2c(OCC)c(Br)ccc12 reads RBBP9 inh: 8; NPY-Y2 PAM-ag: -9; NPY-Y1 antag: 7; Runt-CBFb FRET: -3; Runt-SMMHC FRET: -27; NPY1 pot ag: -23; p97 ATPase inh: -3; Mdm2 ligase inh: 8; Hck Nef HTS: 9

Following part
#	SMILES	RBBP9 inh	NPY-Y2 PAM-ag	NPY-Y1 antag	Runt-CBFb FRET	Runt-SMMHC FRET
31	Nn1c(SCC(=O)NCCCc2ccccc2)nnc1-c1cccnc1	-5	7	/	4	-2
32	CC(C)/C(=N\NS(=O)(=O)c1ccc(Br)cc1)c1cccs1	-7	5	-7	-1	2
33	Clc1ccc(-n2nnnc2-c2ccccc2)cc1Cl	-9	-15	3	-2	0
34	O=C(N/N=C/C=C\c1ccco1)c1cccs1	1	-6	0	8	55
35	Cc1cc(Cl)c(OCCCN(C)C)c(Br)c1	-9	-5	7	0	0
36	O=S(=O)(NCc1ccccn1)c1cc(OCC(F)(F)F)ccc1OCC(F)(F)F	-7	-7	/	-3	0
37	O=C1C2CC=CCC2C(=O)N1c1ccc(NCCc2cccc(F)c2)c([N+](=O)[O-])c1 (stereo unspecified)	-8	-8	7	-2	0
38	O=C(NCc1ccccc1)c1ccc(Br)cc1	-1	9	5	-2	-3
39	CC(C)(C)NC(=O)C1N(c2cccnc2)C(=O)C2C(C(=O)Nc3ccccc3F)C3(C)C=CC21O3 (stereo unspecified)	-9	-10	2	-1	-2
40	CN(CC(=O)Nc1ccc(Cl)cc1)Cc1cc(=O)n2ccsc2n1	-3	-7	-8	0	-2
41	COc1ccc(N(CC(=O)Nc2cc(C)cc(C)c2)S(=O)(=O)c2ccccc2[N+](=O)[O-])c(OC)c1	-20	13	1	-3	2
42	CCOC(=O)CN1C(=O)C(CC)Oc2ccccc21 (stereo unspecified)	-3	4	-2	-2	-2
43	COc1ccc(N2CCN(C(=O)c3ccc(NS(=O)(=O)c4ccccc4)cc3)CC2)cc1	-4	6	3	-2	-6
44	COc1ccc(F)cc1C(=O)C1CCCN(Cc2ccc(Oc3ncccn3)cc2)C1 (stereo unspecified)	0	0	4	0	0
45	COc1ccc(C(CC(=O)O)NS(=O)(=O)c2ccc(C)cc2)cc1OC (stereo unspecified)	-2	-9	6	-1	-14

#	NPY1 pot ag	p97 ATPase inh	Mdm2 ligase inh	Hck Nef HTS
31	-12	-3	9	10
32	3	-2	-10	8
33	-1	-5	-4	5
34	18	5	-25	16
35	-15	2	-6	1
36	0	0	-13	2
37	-37	-5	5	-5
38	13	5	-1	21
39	20	5	-7	2
40	-12	-2	-2	-5
41	34	8	-3	21
42	4	4	-18	0
43	-17	4	-12	1
44	-7	-2	-7	13
45	-25	2	-44	-1

(cont.)
#	SMILES	RBBP9 inh	NPY-Y2 PAM-ag	NPY-Y1 antag	Runt-CBFb FRET	Runt-SMMHC FRET
46	O=C(O)c1ccc(S(=O)(=O)Cc2ccccc2)cc1	3	1	-6	38	32
47	O=C(c1ccc(F)cc1)N1CCN(c2ccc([N+](=O)[O-])c(N3CCOCC3)c2)CC1	-4	11	0	-2	-5
48	Cc1cc2c3c(c1)C(C)CC(C)(C)N3C(=O)C2=O (stereo unspecified)	-4	-3	4	1	-1
49	Clc1ccc2[nH]c3c(NCC4CCCO4)ncnc3c2c1 (stereo unspecified)	8	1	6	-1	-1

#	NPY1 pot ag	p97 ATPase inh	Mdm2 ligase inh	Hck Nef HTS
46	-9	3	-1	-3
47	15	6	-4	5
48	7	-10	-7	27
49	-14	-1	-1	1

A second format for 4 compounds above:
item	SMILES	RBBP9 inh	NPY-Y2 PAM-ag	NPY-Y1 antag	Runt-CBFb FRET	Runt-SMMHC FRET	NPY1 pot ag	p97 ATPase inh	Mdm2 ligase inh	Hck Nef HTS
46	O=C(O)c1ccc(S(=O)(=O)Cc2ccccc2)cc1	3	1	-6	38	32	-9	3	-1	-3
49	Clc1ccc2[nH]c3c(NCC4CCCO4)ncnc3c2c1 (stereo unspecified)	8	1	6	-1	-1	-14	-1	-1	1
47	O=C(c1ccc(F)cc1)N1CCN(c2ccc([N+](=O)[O-])c(N3CCOCC3)c2)CC1	-4	11	0	-2	-5	15	6	-4	5
48	Cc1cc2c3c(c1)C(C)CC(C)(C)N3C(=O)C2=O (stereo unspecified)	-4	-3	4	1	-1	7	-10	-7	27

Screening data: PubChem, several laboratories
